Rab9 prom act – activators of Rab9 promoter; Huh7 Rab9 promoter-luciferase reporter, luminescence, 24 h; Potency, µM (series often up to 9.22 µM), inactives show at the top dose activation, negative = inhibition, usual class: activators; actives 2.8% (n = 320,000); AID 485297; note: % of control where 0% means no effect; nearly all actives have a fitted effect of over 60% in size
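Promoter activation is measured as luciferase luminescence in Huh7 cells stably transfected with a Rab9 promoter–luciferase construct, following 24 h compound exposure at 37 °C and 10 min reagent incubation at ambient temperature.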
MBNL1 CUG block – MBNL1-poly(CUG) RNA binding inhibition; TR-FRET MBNL1-His/biotin-(CUG)12 binding, 665/545 ratio; Potency, µM (top dose mostly 57.5 µM), for inactives: top-dose activity change, negative = inhibition, actives largely listed as inhibitors; actives 0.036% (n = 280,000); AID 2675; active = well fitted inhibition curve with a large enough effect in the signal ratio, with a control signal flat, not every such curve was filed as active; inconclusive = small, poorly fitted or top-dose-only effect, or effect the other way, or a change in a side signal; inactive = no such curve, though single readings can be large or run the other way; the % refers to the signal ratio; note: % is set by controls: 0 for no effect and ±100 for the full control effect
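MBNL1-His + Biotin-(CUG)12, cpd titration 92 nM–58 uM; Tb anti-His Ab 0.055 ng/ul, SA-XL665 5 nM (final); 60 min RT; ratiometric 665/545 nm, Ex 340 nm; normalized to buffer and full-complex controls.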
p53 reactivator – mutant p53 re-activation in reporter cells. H1299 p53-A138V BP100-luciferase reporter, luminescence, 24 h. Potency, µM (doses to about 92.2 µM), inactives show top-dose activity change, positive = activation, hits mostly activators. actives 0.063% (n = 320,000); note: % of control where 0% means no effect; nearly all actives have a fitted effect of over 45% in size
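p53-null H1299 cells stably carrying temperature-sensitive p53-A138V and a BP100-luciferase reporter were pinned with compounds (4-point, 1:5 series) and held 24 hrs at 37 deg C. Luminescence was read 10 min after detection reagent.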
RORg inh – inhibitors of mouse ROR gamma transcriptional activity; P51450; Drosophila S2 Gal4-RORgamma UAS-luciferase reporter, 20 h; Potency, µM (titrated, usually from 53.6 µM), for inactives: at the top dose activity change, negative = inhibition, most hits filed as inhibitors; actives 5.4% (n = 310,000); AID 2551; note: % is set by controls: 0 for no effect and ±100 for the full control effect; nearly all actives have a fitted effect of over 60% in size
Target sequence (P51450 whole entry, looked up, the tested form may be a part): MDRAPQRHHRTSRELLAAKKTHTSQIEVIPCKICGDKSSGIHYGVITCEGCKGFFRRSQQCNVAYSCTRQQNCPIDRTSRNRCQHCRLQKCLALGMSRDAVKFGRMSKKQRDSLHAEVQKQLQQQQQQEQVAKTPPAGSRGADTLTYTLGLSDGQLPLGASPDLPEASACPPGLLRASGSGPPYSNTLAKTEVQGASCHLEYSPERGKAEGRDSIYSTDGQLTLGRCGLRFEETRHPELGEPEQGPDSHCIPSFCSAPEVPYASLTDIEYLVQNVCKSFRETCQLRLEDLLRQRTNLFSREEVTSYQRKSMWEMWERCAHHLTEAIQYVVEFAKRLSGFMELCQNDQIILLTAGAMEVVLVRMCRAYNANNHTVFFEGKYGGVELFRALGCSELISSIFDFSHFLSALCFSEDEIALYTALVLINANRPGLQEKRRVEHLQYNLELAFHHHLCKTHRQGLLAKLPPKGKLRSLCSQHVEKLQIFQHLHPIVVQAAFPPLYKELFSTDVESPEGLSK
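ROR gamma transcriptional activity was tracked as Gal4-UAS luciferase output in stably transfected Drosophila Schneider cells, with compound added 1 hr before 700 uM copper sulfate induction and a 20 hr ambient-temperature incubation.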
VP16 counter – counter-screen for ROR gamma inhibitors: Gal4-VP16 reporter; Drosophila S2 Gal4-VP16 UAS-luciferase, luminescence, 20 h; Potency, µM (series often up to 53.6 µM), inactives show at the highest dose activity, negative = inhibition, hits mostly inhibitors; actives 3.5% (n = 310,000);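 note: Gal4-VP16 expression switched on by copper sulfate through the metallothionein promoter; % is set by controls: 0 for no effect and ±100 for the full control effect; nearly all actives have a fitted effect of over 50% in size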
ELG1 genotox – inducers of genotoxicity in HEK293T ELG1-luciferase cells | HEK293T ELG1-luciferase reporter, luminescence, 16 h | Potency, µM (highest dose often 46 µM), without a hit: at the top dose activity change, positive = activation, most hits filed as activators | actives 1.3% (n = 330,000); note: % of control where 0% means no effect; nearly all actives have a fitted effect of over 60% in size
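Luminescence read-out: rising ELG1-luciferase signal, reflecting elevated ELG1 protein under genetic stress, flags genotoxic compounds. Cells were treated for 16 hr at 37 °C before ONE-Glo detection.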
NPC1 promoter act – activators of NPC1 promoter; Huh7 NPC1 promoter luciferase reporter, 24 h; Potency, µM (titrated, usually from 9.22 µM), for the others: top-dose activation, most hits filed as activators; actives 2.4% (n = 320,000);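 note: % of control where 0% means no effect; nearly all actives have a fitted effect of over 60% in size; reporter is driven by a mutant NPC1 promoter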
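Cells: Huh7 expressing luciferase under the NPC1 promoter, 1500/well. Seeded 2 h, compound added, incubated 24 h at 37 °C. Luciferase reagent, 10 min ambient, then luminescence.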
BRCA1 expr act – BRCA1 expression activation; MCF7-BRCA1-FFLuc reporter, luminescence, 48 h; response scale: scaled: vehicle 0%, 10 µM genistein 100%; Potency, µM (titrated, usually from 46.1 µM), for inactives: top-dose activation, actives largely listed as activators; actives 1.1% (n = 380,000); note: nearly all actives have a fitted effect of over 80% in size; some results filed as inactive show a strong effect at the top dose
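Activators of BRCA1 expression were detected as increased firefly luciferase luminescence in engineered MCF7 cells after 48 h compound incubation. Signals were scaled to genistein 10 microM as full activation.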
FLuc counter – firefly luciferase modulation, counter-screen for miR-21 project. P08659. purified FLuc, Km substrates, luminescence inhibition. Potency, µM (highest dose often 57.5 µM), without a hit: at the highest dose activity change, negative = inhibition, usual class: inhibitors. actives 6.9% (n = 360,000);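 note: plate controls were vehicle for no effect and reference inhibitor for full effect; nearly all actives have a fitted effect of over 55% in size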
Target sequence (P08659 whole entry, looked up): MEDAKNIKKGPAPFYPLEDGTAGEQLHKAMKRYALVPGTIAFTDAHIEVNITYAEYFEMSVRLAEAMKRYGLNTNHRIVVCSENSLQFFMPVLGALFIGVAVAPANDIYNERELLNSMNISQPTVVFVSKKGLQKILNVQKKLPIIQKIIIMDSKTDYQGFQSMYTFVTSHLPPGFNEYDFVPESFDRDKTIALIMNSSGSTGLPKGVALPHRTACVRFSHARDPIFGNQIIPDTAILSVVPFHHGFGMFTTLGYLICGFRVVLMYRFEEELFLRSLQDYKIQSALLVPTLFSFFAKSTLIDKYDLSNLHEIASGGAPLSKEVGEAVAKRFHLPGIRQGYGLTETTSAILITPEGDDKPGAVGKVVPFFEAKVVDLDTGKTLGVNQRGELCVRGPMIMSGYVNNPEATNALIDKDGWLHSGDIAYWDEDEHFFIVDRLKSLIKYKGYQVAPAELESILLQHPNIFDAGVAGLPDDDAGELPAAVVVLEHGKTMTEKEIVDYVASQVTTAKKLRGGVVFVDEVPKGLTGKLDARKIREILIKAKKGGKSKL
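Biochemical qHTS of compounds, final roughly 60 µM downward over six points, against 10 nM purified firefly luciferase using Km concentrations of substrates (10 uM D-luciferin, 10 uM ATP) in Tris acetate pH 7.5 buffer; luminescence output.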
uPA generation – cell surface uPA generation inhibition. cell surface uPA generation assay, qHTS. Potency, µM (doses to about 38.3 µM), inactives show at the highest dose activity change, negative = inhibition, hits mostly inhibitors. actives 0.31% (n = 330,000); active = well fitted inhibition curve with a large enough effect; inconclusive = small, poorly fitted or top-dose-only effect; inactive = no such curve, though single readings can be large or run the other way; tested in mouse RAW 264.7 cells; note: % is set by controls: 0 for no effect and ±100 for the full control effect; nearly all actives have a fitted effect of over 55% in size
The depositor's hits bear a star; ? = inconclusive; . = no result given; & = joins results of further samples; [ ] = dose if it differs, or a comment. Unless noted, calls come from the whole dose curve; as a rule, active = well fitted curve in the direction sought with a large enough effect; inconclusive = small, poorly fitted or top-dose-only effect, or another doubt; inactive = no such curve, though single readings can be large; an effect the other way counts as inactive or inconclusive. Potency is the fitted concentration of half-maximal effect.

molecule	BRCA1 expr act	MBNL1 CUG block	FLuc counter	VP16 counter	p53 reactivator	NPC1 promoter act	uPA generation	Rab9 prom act	RORg inh	ELG1 genotox
Cc1cccc(C)c1-n1c(SCC(=O)NCc2ccco2)nc2ccccc2c1=O	-24%	-6%	3%	17%	-7%	0%	4%	1%	24%	0%
Cc1cccc(OCc2nnc(SCC(=O)Nc3ncc(C)s3)o2)c1	-18%	-5%	-1%	-2%	2%	-3%	1%	2%	?	1%
COc1cccc(NC(=O)Nc2cc(C(=O)NC(C)C)ccc2N2CC3CC(C2)c2cccc(=O)n2C3)c1 (stereo not given)	-4%	2%	0%	1%	5%	-3%	-13%	5%	7%	-1%[9.26 µM]
COc1cccc(NC(=O)Nc2nccc(C)n2)c1	0%	11%	1.2µM*	?	-6%	1.3µM*	2.5µM*	0.56µM*	-19%	?
CCc1nnc(NC(=O)CSc2nnc(-c3cccnc3)n2CC)s1	5%	-11%	-2%	9%	-2%	2%	-5%	-2%	-17%	-2%
CCN(CC)CCNC(=O)c1cc2cc3ccc(OC)cc3nc2o1	65%	?	1%	2%	-2%	-5%	1%	-3%	-2%	0%
O=C(CCC(=O)N1CCN(c2ccccc2F)CC1)c1ccc(F)cc1	49%	.	-15%	24%	-2%	9%	-1%	16%	17%	2%
COc1ccc(C(CNC(=O)Cc2ccccc2Cl)N2CCCCC2)cc1 (stereo not given)	8%	-19%	0%	-3%	3%	-5%	-4%	-1%	-14%	-1%

The final 2 entries of the part above are carried over, then new ones follow.
molecule	BRCA1 expr act	MBNL1 CUG block	FLuc counter	VP16 counter	p53 reactivator	NPC1 promoter act	uPA generation	Rab9 prom act	RORg inh	ELG1 genotox
O=C(CCC(=O)N1CCN(c2ccccc2F)CC1)c1ccc(F)cc1	49%	.	-15%	24%	-2%	9%	-1%	16%	17%	2%
COc1ccc(C(CNC(=O)Cc2ccccc2Cl)N2CCCCC2)cc1 (stereo not given)	8%	-19%	0%	-3%	3%	-5%	-4%	-1%	-14%	-1%
CCc1nn(CC(=O)NCCc2ccc(OC)cc2OC)c(=O)c2cc3occc3n12	0%&0%	-1%	0%&-12%	1%	-2%	-1%	7%	-2%	26%	2%
COc1ccccc1N1CCN(CC(=O)c2ccc3ccn(C(C)=O)c3c2)CC1	-19%	11%	-12%	?	7%	-2%	1%	-3%	?	5%
CCC(C)(C)n1nnnc1C(c1ccccc1)N1CCN(C2CCCC2)CC1 (stereo not given)	2%	?	0%	9%	0%	-3%	-11%	8%	3%	0%
Oc1c(C(c2ccccn2)N2CCOCC2)ccc2cccnc12 (stereo not given)	-93%[inhibitor]	31%[activator]	-8%	2.8µM*	-10%	2%	?	-1%	1.3µM*	-5%
CCN(CCO)c1ncnc2c1sc1nc(C(C)C)c3c(c12)CC(C)(C)OC3	-9%	56%[activator]	-1%	-3%	-15%	-1%	-1%	2%	7%	-5%
O=C(CSc1nnc(-c2ccccc2)n1CC1CCCO1)N1CCCC1 (stereo not given)	-1%	-1%	3%	-1%	3%	-8%	-3%	-6%	15%	0%
CCN(C(=O)CSc1nnc(-c2ccncc2)n1Cc1ccccc1)C1CCS(=O)(=O)C1 (stereo not given)	-33%	-5%	-1%	12%	-2%	13%	1%	2%	4%	0%
CC(C)(C)C(=O)NCCN1C(=O)S/C(=C\c2ccc([N+](=O)[O-])cc2)C1=O	-7%	?	-12%	?	17%	8%	-29%	4%	45%	2%

Later entries
molecule	BRCA1 expr act	MBNL1 CUG block	FLuc counter	VP16 counter	p53 reactivator	NPC1 promoter act	uPA generation	Rab9 prom act	RORg inh	ELG1 genotox
Cn1c(SCC(=O)N2c3ccccc3Sc3ccccc32)nc2ccccc21	-31%	.	6%	?	-6%	1%	-19%	0%	-44%	-2%
Cc1ccc(C2=NN=C(NC(=O)C(F)(F)F)SC2)cc1	?	3%	17µM*	-22%	2%	1.4µM*	-1%	0.79µM*	?	?
COc1ccc(/C=C/CN2CCCC(C(=O)c3ccc(OC)c(F)c3)C2)cc1 (stereo not given)	-24%	2%	-6%	1%	2%	-3%	1%	1%	-8%	-4%
O=c1oc2cc(O)ccc2cc1-c1nc2c(s1)CCc1ccccc1-2	-19%	?	?	-21%	2%	11%	4%	1%	-6%	-2%
O=C(Nc1ccc2oc(-c3ccccc3F)nc2c1)c1ccc([N+](=O)[O-])o1	65%	-7%	-1%	6%	3%	3%	-4%	26%	2%	6%
COc1ccc(-c2nc(CS(=O)(=O)CC(=O)NCCc3cc(OC)ccc3OC)c(C)o2)cc1	-32%	0%	-11%	-6%	0%	0%	.	-2%	3%	-10%
CCOc1ccccc1C1CC(=O)Nc2cc3c(cc21)OCO3 (stereo not given)	-7%[1.84 µM]	4%	0%	?	1%	-21%	2%	-14%	33%	-1%
COCC(C)n1c(SCC(=O)N2CC(=O)Nc3ccccc32)nc2ccccc2c1=O (stereo not given)	-9%	.	.	.	-21%	0%	-10%	-1%	.	0%

Other records follow.
molecule	BRCA1 expr act	MBNL1 CUG block	FLuc counter	VP16 counter	p53 reactivator	NPC1 promoter act	uPA generation	Rab9 prom act	RORg inh	ELG1 genotox
COc1cccc(NC(=O)C2C3CC4OC(=O)C2C4C3)c1 (stereo not given)	-11%	-5%	1%	-2%	4%	9%	5%	-1%	19%	1%
CN(Cc1ccc(F)cc1)S(=O)(=O)c1nnc(NC(=O)c2ccccc2Br)s1	0%	35%[activator]	?	-15%	0%	-5%	-1%	-1%	9%	-2%[9.26 µM]
Cc1ccc(Oc2ccccc2NC(=O)CN2C(=O)NC3(CCCC3)C2=O)cc1	-1%	4%	4%	-14%	6%	0%	4%	16%	4%	1%
COC(=O)c1cc(C)sc1NC(=O)CCc1ccccc1	-9%	2%	5%	2%	.	2%	2%	-2%	-35%[1.91 µM]	-6%
C=CCN1C(=O)/C(=C2/Sc3ccc(OC)cc3N2C)SC1=Nc1ccccc1	23%	40%[activator]	-1%	-2%	1%	1%	20%	-7%	20%	0%
CCOC(=O)c1c(NC(=O)CN2C(=O)NC(C)(c3ccc(OC(F)F)cc3)C2=O)sc(C)c1C (stereo not given)	-71%	4%	-1%	-17%	0%	-6%	-7%	-9%	16%	-4%
O=C(Nc1ccc(C(=O)N2CCOCC2)cc1)c1cc(-c2cccnc2)nc2ccc(Cl)cc12	-74%	1%	?	-16%	-8%	-10%	-18%	-3%	-36%	-12%
c1cncc(COC2CCCN(Cc3nc(-c4cccs4)no3)C2)c1 (stereo not given)	22%	4%	4%	-13%	2%	-3%	-6%	12%	12%	-1%

(listing goes on)
molecule	BRCA1 expr act	MBNL1 CUG block	FLuc counter	VP16 counter	p53 reactivator	NPC1 promoter act	uPA generation	Rab9 prom act	RORg inh	ELG1 genotox
COc1cc(-c2nc3ccccc3s2)ccc1O	-6%	70%[activator]	8.5µM*	-10%	?	6%	?	?	-7%	?
O=C(CN1C(=O)NC2(CCCC2)C1=O)Oc1ccc2ccc(=O)oc2c1	1%	.	-1%	.	5%	-2%	0%	-6%	.	-2%
Cc1cccc(OCC(=O)Nc2ccc3c(c2)nc(CCN2CCCCC2)n3C)c1	-7%	3%	-1%	6%	-12%	-4%	-15%	1%	-5%	0%
CC(=O)c1ccc(N2CCN(S(=O)(=O)c3ccc4c(c3)CC(=O)N4C)CC2)cc1	-9%	16%	0%	2%	6%	-5%	15%	1%	25%	2%
Cc1cc2ncn(-c3nnnn3-c3ccccc3)c2cc1C	32%	10%	-8%	6%	-7%	-3%	-3%	3%	-14%	0%
COc1cc(OC)cc(C(=O)Nc2ccc3c(c2)COC3=O)c1	52%	10%	2%[2.3 µM]	3%	9%	-3%	-3%	17%	9%	15%
Nc1nnc(SCC(=O)OCC(=O)c2ccccc2)s1	0%	-8%	-9%	3%	1%	-1%	-1%	-2%	1%	0%
CCOC(=O)c1c(C)[nH]c(C)c1S(=O)(=O)N1CCOCC1	-3%	0%	1%	11%	-5%	0%	4%	-1%	-3%	3%

The listing continues.
molecule	BRCA1 expr act	MBNL1 CUG block	FLuc counter	VP16 counter	p53 reactivator	NPC1 promoter act	uPA generation	Rab9 prom act	RORg inh	ELG1 genotox
COc1ccc(C2=NOC(C(=O)NCc3ccc(F)cc3)C2)cc1 (stereo not given)	-62%	15%	-1%	-11%	7%	-4%	-9%	-9%	1%	1%
O=C(CSc1ccccc1)N1CCc2ccccc21	?	0%	6.7µM*	6%	?	3.5µM*	4%	3.5µM*	?	?
CCc1nnc(SCc2ccc(OC(C)C)cc2)n1N	42%	-1%	2%	1%	-3%	4%	0%	1%	16%	1%
Cc1ccc(NC(=O)c2ccc(S(=O)(=O)N3CCC(C)CC3)cc2)cc1	-30%	0%	-2%	-25%	-7%	3%	2%	-2%	-24%	4%
O=C(c1cnn(Cc2ccccc2)c1)N1CCN(S(=O)(=O)/C=C/c2ccccc2)CC1	-3%	.	-2%	.	-2%	6%	-8%	-3%	.	-2%
Cc1cccc(NC(=O)NC(=S)NC(=O)c2ccccc2)c1	24%	-7%	19µM*	5µM*	29%	3%	0%	7%	2.5µM*	6%
Cc1cc(C)nc(NC(=O)c2ccccc2O)n1	-43%	-8%	?	-1%	3%	-5%	0%	14%	8%	-3%
